# Screening data as filed in PubChem.
# ERK EGF inh: qHTS Assay for Inhibitors of the ERK Signaling Pathway using a Homogeneous Screening Assay; Stimulation with EGF | AID 1454, 2008 | Potency, µM (top dose mostly 11.5 µM), for inactives: at the highest dose activity change, negative = inhibition, usual class: inhibitors | 130,000 compounds, 0.41% hits | HEK293-V1b, EGF-stimulated phospho-ERK AlphaScreen; active means well fitted inhibition curve with a large enough effect; inconclusive means small, poorly fitted or top-dose-only effect, or effect the other way;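 further: plate controls were stimulated vehicle wells for no effect and unstimulated vehicle basal for full effect; nearly all actives have a fitted effect of over 55% in size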
#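 Readout: AlphaScreen signal for phosphorylated ERK in lysed HEK293 cells stably expressing V1b. Stimulus 25 nM EGF, 5 min, following 30 min compound exposure. Data scaled to DMSO basal and full EGF activation.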
# Starred values were filed as active, the others as inactive; ? = inconclusive; & = joins results of further samples; [ ] = another dose, or the depositor's remark. Potency means the concentration at half of the fitted maximal effect. The list is partial. The share of hits here may be higher or lower than overall.
SMILES,ERK EGF inh
OC(CNCc1ccccc1)c1ccccc1 (configuration not stated),1%[57.5 µM]
COc1ccc(CC2(CO)CCN(S(=O)(=O)N(C)C)CC2)cc1,-3%
CC1(C)CC(=O)C(C(=O)/C=C/c2ccco2)C(=O)C1,10%
O=C(Nc1ccc2c(c1)OCCO2)C1CC1c1ccccc1 (configuration not stated),2%
COc1ccc(/C=N\Nc2ccc([N+](=O)[O-])cc2)c(C(=O)O)c1OC,-10%[57.5 µM]
COc1ccccc1NCC(=O)NNC(C)C(=O)Nc1cccc(Cl)c1 (configuration not stated),-4%
COc1ccccc1/C=C/C(=O)OCC(=O)NNC(=O)c1ccccc1,-1%
CCOC(=O)c1oc2ccccc2c1NC(=O)C(C)(C)C,5%
Cn1c(=O)c2c(nc(Sc3ncnn3CC(=O)NC(C)(C)C)n2C)n(C)c1=O,-8%
CC(C)N(C)CCOC(=O)c1ccccc1Cl,-1%
CCC(C)(C)n1nnnc1C(c1ccccc1)N1CCN(C2CCCC2)CC1 (configuration not stated),3%
O=C(CSc1ccc(F)cc1)Nc1ccc(Br)cc1,3%
O=C(Nc1ccc(N2CCOCC2)cc1)C1CCN(S(=O)(=O)c2ccc3c(c2)OCCO3)CC1,4%
CCc1ccc(NC(=O)c2n[nH]c(=O)c3ccccc23)cc1,-8%[57.5 µM]
CCc1ccccc1NC(=O)c1cnc2n(c1=O)CCS2,-4%
CC(/C=C/c1ccc(N(C)C)cc1)=N\N=C(/N)SC1CC(=O)N(c2ccc(C(=O)O)cc2)C1=O (configuration not stated),34%
CCOC(=O)c1c(C)[nH]c(=S)c(C#N)c1-c1ccccc1,5%
O=C(CNC(=O)c1ccc2c(c1)OCO2)N/N=C(Br)/C=C/c1ccccc1,13%
CN(Cc1nccn1C)C(=O)CC1C(=O)NCCN1Cc1cccc(Oc2ccccc2)c1 (configuration not stated),2%[57.5 µM]
CC1/C(=C\c2ccc(Cl)cc2)C(=O)C2CC1C2(C)C (configuration not stated),-17%[57.5 µM]
Cc1ccc(N2C(=O)c3ccccc3C2O)nc1 (configuration not stated),2%
Cc1cc(C(=O)NNc2ccc(C)c(C)c2)no1,-10%[57.5 µM]
CN(C)/C=N/c1nccc(-c2cccs2)n1,-2%
CCN(CC)S(=O)(=O)c1ccc(N2CCOCC2)c(NC(=O)c2ccccc2F)c1,-6%
O=C(O)c1cccc(N2C(=S)N=C(Nc3ccccc3)C23CCCCC3)c1,0%
CCc1cc(Br)ccc1N1C(=O)C2CC=CCC2C1=O (configuration not stated),8%
COC(=O)[C@@]1(Cc2ccc(F)cc2)[C@H]2c3cc(C(=O)N(C)C)n(CCSCCO)c3C[C@H]2CN1C(=O)c1ccccc1,-2%&-12%
Cc1cccc(/C=N/NC(=O)c2cccc([N+](=O)[O-])c2)n1,2%
Cc1nc(C)c(C(=O)O)c(-c2cccs2)c1C(=O)O,6%[57.5 µM]
CCOC(=O)c1c(-c2ccc(C)cc2)csc1/N=C(\C)C1=C(O)c2ccccc2C1=O,?

# 16 entries already listed, arranged by formula weight, highest first:
SMILES,ERK EGF inh
O=C(Nc1ccc(N2CCOCC2)cc1)C1CCN(S(=O)(=O)c2ccc3c(c2)OCCO3)CC1,4%
CC(/C=C/c1ccc(N(C)C)cc1)=N\N=C(/N)SC1CC(=O)N(c2ccc(C(=O)O)cc2)C1=O (configuration not stated),34%
CN(Cc1nccn1C)C(=O)CC1C(=O)NCCN1Cc1cccc(Oc2ccccc2)c1 (configuration not stated),2%[57.5 µM]
Cn1c(=O)c2c(nc(Sc3ncnn3CC(=O)NC(C)(C)C)n2C)n(C)c1=O,-8%
O=C(O)c1cccc(N2C(=S)N=C(Nc3ccccc3)C23CCCCC3)c1,0%
COc1ccccc1NCC(=O)NNC(C)C(=O)Nc1cccc(Cl)c1 (configuration not stated),-4%
COc1ccccc1/C=C/C(=O)OCC(=O)NNC(=O)c1ccccc1,-1%
COc1ccc(/C=N\Nc2ccc([N+](=O)[O-])cc2)c(C(=O)O)c1OC,-10%[57.5 µM]
COc1ccc(CC2(CO)CCN(S(=O)(=O)N(C)C)CC2)cc1,-3%
O=C(CSc1ccc(F)cc1)Nc1ccc(Br)cc1,3%
CCOC(=O)c1oc2ccccc2c1NC(=O)C(C)(C)C,5%
CC1/C(=C\c2ccc(Cl)cc2)C(=O)C2CC1C2(C)C (configuration not stated),-17%[57.5 µM]
CC1(C)CC(=O)C(C(=O)/C=C/c2ccco2)C(=O)C1,10%
Cc1ccc(N2C(=O)c3ccccc3C2O)nc1 (configuration not stated),2%
CN(C)/C=N/c1nccc(-c2cccs2)n1,-2%
OC(CNCc1ccccc1)c1ccccc1 (configuration not stated),1%[57.5 µM]

# More records:
SMILES,ERK EGF inh
Nc1ncnc(NCc2ccccc2)c1[N+](=O)[O-],1%
C[C@@]12CC(=O)C3=C(CCCC3=O)N1CCc1ccccc12,-6%
C#CCCOC(=O)Nc1ccccc1,35%[57.5 µM]
CC(NS(=O)(=O)c1ccc(Cl)c(Cl)c1)C(=O)OCC(=O)Nc1ccc2c(c1)OCO2 (configuration not stated),-6%
C[C@@H](CN1c2ccccc2Sc2ccccc21)N(C)C,-2%[25.7 µM]
Cc1cc(Br)ccc1OCCCCN1CCCCC1,-7%
O=C(O)CN1C(=O)C2C3CC(C2C1=O)C1C(c2ccc(Cl)cc2)c2sc(=O)[nH]c2SC31 (configuration not stated),-5%
CC(C)CSc1n[nH]c(N)n1,-6%
COc1cc2oc(=O)c3c(c2cc1OCC(=O)c1c(C)n(C)c2ccccc12)CCCC3,8%
NC(=O)CSc1cn(CCNC(=O)c2cccs2)c2ccccc12,0%[57.5 µM]
CC(=O)c1sc(C(=O)O)c(-c2ccco2)c1-c1ccco1,5%[57.5 µM]
C=C(C)CNC(=S)Nc1nc2c(cc1C(=O)OCC)CCCC2,0%
CC(=O)N1CCN(C(=O)CCC(=O)O)CC1,4%[57.5 µM]
C=CCNC(=O)c1ccccc1NC(=O)c1ccc(Cl)c(S(=O)(=O)Nc2cccc(C)c2C)c1,9%
COc1ccccc1NC(=O)Nc1ccc(Cc2ccncc2)cc1,-13%
O=S(=O)(c1ccc(-c2ccon2)s1)N1CCN(c2ccccn2)CC1,20%[57.5 µM]
CC(C)C(OC(=O)CCCC(=O)Nc1nccs1)C(=O)NC1CCCCC1 (configuration not stated),4%
CC(=O)Nc1ccc(N2CCCC(C)C2)c([N+](=O)[O-])c1 (configuration not stated),-6%
CCCCSCCCNC(=O)Nc1ccc(C)c(C)c1,2%
Cc1ccc(/C=C/C(=O)NCc2cccs2)c(C)c1,1%
O=S(=O)(CCc1ccncc1)C1Cc2cccc3cccc1c23 (configuration not stated),8%[57.5 µM]
COc1ccc(/C=N/Nc2ccc([N+](=O)[O-])cc2S(=O)(=O)N2CCN(C)CC2)cc1,6%
C/C(=N\N1CCN(C)CC1)c1ccc(OC(F)F)cc1,-5%
O=C(CS(=O)(=O)c1cn(Cc2cccc(F)c2)c2ccccc12)N1CCCCC1,9%
Cc1cc(C)cc(-n2c(C)cc(/C=N/NC(=O)c3ccncc3)c2C)c1,-6%
O=C(O)Cc1ccc(NC(=O)c2cnccn2)cc1,-9%
COc1ccc(C(=O)N/C(=C\c2ccco2)C(=O)OCc2ccco2)cc1,11%[57.5 µM]
Cc1ccc(C)n1-c1ccc(C(=O)NN)cc1,10%
Cc1ccn2c(NCc3ccccc3)c(-c3cccs3)nc2c1,4%
CC1(C)COC2(OC1)C(=O)N(CN1CCOCC1)c1ccccc12,1%
O=C(O)c1ccc(-n2cccn2)c([N+](=O)[O-])c1,-8%
Cc1cc(C(=O)CCC(=O)N2CCN(c3ccccc3F)CC2)c(C)s1,2%
Cc1ccc(S(=O)(=O)Nc2cccc3ncccc23)cc1,-15%[57.5 µM]
CC(NCc1cccs1)c1ccccc1 (configuration not stated),-17%
O=C(O)COc1ccc2occ(C(=O)c3ccccc3)c2c1,24%[57.5 µM]
COCCNC(=O)c1ccccc1NC(=O)c1ccccc1N(C)S(C)(=O)=O,4%
COc1cc(OC)c(C2SCCCS2)cc1OC,7%
CCOC(=O)C1(CCCc2ccccc2)CCN(C(=O)CCN2CCCCC2=O)CC1,4%
Cn1c(=O)c2[nH]c(N=Nc3ccc(N)cc3N)nc2n(C)c1=O,-11%[57.5 µM]
CN(c1ccc(OCC(=O)OCC(=O)Nc2ccccc2)cc1)S(=O)(=O)c1ccc(F)cc1,4%
CC1C(=O)NN=C1C(=O)N/N=C\c1ccc(O)cc1O (configuration not stated),6%
COc1ccc(C(=O)NCC(=O)OCC(=O)NC2CCCC2)cc1,1%
CC1=CCC2C(=O)N(c3ccc(S(N)(=O)=O)cc3)C(=O)C2C1 (configuration not stated),1%[57.5 µM]
CC(Cl)C(=O)c1c[nH]c2ccccc12 (configuration not stated),-4%
O=C(CN=C1NS(=O)(=O)c2ccccc21)OCC(=O)c1cc(F)ccc1F,-3%
Cc1ccc(/C=C2\SC(=S)N(CCCC(=O)Nc3nccs3)C2=O)cc1,-13%
COCCn1c(SCC(=O)Nc2sccc2C(N)=O)nnc1-c1ccncc1,0%
C=CCNC(=S)N/N=C/c1ccc(C)c([N+](=O)[O-])c1,-4%
O=C(O)C1CCN(c2ccc([N+](=O)[O-])cc2[N+](=O)[O-])CC1,-6%[57.5 µM]
COc1ccc(OC)c(Cc2nnc(CCC(=O)N3CCC(N4CCCCC4)CC3)o2)c1,25%

# Following part.
SMILES,ERK EGF inh
O=C(O)C1CCN(C(=O)c2cc(F)cc3c2OCOC3)CC1,2%[57.5 µM]
CCOC(=O)c1sc(=S)n(C)c1NC(=O)c1ccccc1C,5%
CCn1nccc1C(=O)Nc1ccc(Cl)c(Cl)c1,3%
O=C(NCc1ccccc1F)C1CCCN1C(=O)NC1CCCCC1 (configuration not stated),12%
O=C(NCc1ccc(F)cc1F)c1cc(COc2c(F)cccc2F)on1,-19%[57.5 µM]
Cc1cc(NC(=O)C2CCCN2C(=O)Nc2cccc(Cl)c2)ccc1-n1cnnn1 (configuration not stated),4%
COc1cccc(NC(=O)[C@H](C)NC(=O)C2CCN(S(=O)(=O)c3ccc(C)cc3)CC2)c1,14%[57.5 µM]
N#Cc1ccc(-c2csc(NC3=NCCCCC3)n2)cc1,5%
Cc1cc(-c2nnc(SCC(=O)Nc3nccs3)o2)no1,-16%[57.5 µM]
C/C(=N\NC(=O)c1ccc(C)cc1C)c1ccc2c(c1)OCO2,2%

# Quoted at random: 2 records from the list, in no set order.
SMILES,ERK EGF inh
C/C(=N\NC(=O)c1ccc(C)cc1C)c1ccc2c(c1)OCO2,2%
O=C(NCc1ccc(F)cc1F)c1cc(COc2c(F)cccc2F)on1,-19%[57.5 µM]

# Remaining list, next part
SMILES,ERK EGF inh
Cc1cccc(Nc2ncnc(N)c2[N+](=O)[O-])n1,-8%
COc1ccc(OC)c(N2Cc3ccccc3C2)c1,8%
O=[N+]([O-])c1ccc(O)c(/C=N/Nc2nc3ccccc3[nH]2)c1,0%
COc1ccc(/C=C2\SC(=S)N(CC(=O)NCCO)C2=O)cc1,19%
Cc1sc(NC(=O)c2ccc(=O)n(C)n2)nc1-c1ccccc1,7%
CCCCCCCC[n+]1cccc2c3ccccc3ccc21,-1%
Cn1c(=O)c2c(ncn2CCC(=O)N/N=C/c2cccnc2)n(C)c1=O,2%[57.5 µM]
CCOc1ccc(NC(=O)Nc2ccc(Cc3ccncc3)cc2)cc1,-5%[57.5 µM]
CCOC(=O)c1cc2c(ccn2C)n1CC(=O)N1C(C)CCCC1C (configuration not stated),-3%
S=C(NCCCN1CCOCC1)NCCCN1CCOCC1,5%
CN(CCCOc1ccccc1Br)Cc1ccccc1,-9%
COc1ccc(C)cc1N(CC(=O)Nc1cccnc1)S(=O)(=O)c1ccccc1,-2%
O=[N+]([O-])c1ccc(OCCO)nc1,-4%[57.5 µM]
CCC1CCc2c(sc(NC(C)=O)c2C#N)C1 (configuration not stated),3%
CCOC(=O)c1c(C)oc2c(CC(=O)c3ccccc3)c(Cl)c(O)c(O)c12,-2%
COC(=O)c1ccccc1NC(=O)Cn1cc2c(n1)CCC(C)C2 (configuration not stated),6%
Cc1c(N(C(=O)CNC(=O)c2ccccc2)C2(C(=O)NC3CCCCC3)CCCCC2)c(=O)n(-c2ccccc2)n1C,7%
CNC(=S)Nc1ccc(C)cc1,-8%
CNC(=S)NCCC(c1ccccc1)c1ccccc1,-11%
Cc1n[nH]c(=S)n1/N=C/c1ccc(OCc2ccc(Cl)cc2Cl)cc1,9%
Nc1c(N2CCCCC2)c2ccccc2oc1=O,0%
COC(=O)c1c(C)nc(C)c(C(=O)OC)c1-c1ccc(OC)c(OC)c1,1%
CC1CC(C)CN(C(=S)NC2CCCCC2)C1 (configuration not stated),4%
CS(=O)(=O)c1ccc(C(=O)N2CCc3ccccc3C2)cc1,-3%
CCc1cc(C(=O)OC)c(NC(=O)CC2SC(N)=NC2=O)s1 (configuration not stated),8%
C=CCn1c(SC2CCOC2=O)nc2sc(C)c(C)c2c1=O (configuration not stated),1%
Cc1cc(NC(=O)Nc2ccccc2F)ccc1Br,-5%[57.5 µM]
CCCCNC(=O)N1CCN(S(C)(=O)=O)CC1,0%
CC(=O)OCC1=C(C(=O)O)N2C(=O)C(NC(=O)CCn3nc(C(F)(F)F)c(Br)c3C3CC3)C2SC1 (configuration not stated),-1%
O=C(Nc1ccc2[nH]c(=O)[nH]c2c1)c1cc(F)c(F)cc1Cl,-12%[57.5 µM]
CC(=O)Nc1cccc(-c2csc(N)n2)c1,-11%
Cc1cccc(/C=C/c2nc3ccccc3c(=O)[nH]2)c1,7%
COC(=O)C[N+](C)(C)C/C=C\c1ccccc1,32%
O=C(COC(=O)[C@@H]1CCCN1S(=O)(=O)c1ccccc1F)c1ccccc1,5%
O=Cc1cn(CC(=O)N2CCOCC2)c2ccccc12,-2%
O=C(COc1ccc([N+](=O)[O-])cc1)N(Cc1ccccc1)Cc1ccccc1,4%
C=CC[N+](C)(C)CCN1C(=O)C2C(c3ccccc3)C=CC(c3ccccc3)C2C1=O (configuration not stated),-1%
